Screening results deposited in PubChem BioAssay by several laboratories.
NCF1 inh: inhibitors of human p47phox binding | P14598 | p47phox/p22phox peptide binding, fluorescence polarization, 2 h | inhibition, % at 24.7 µM | 0.53% of 220,000 active | AID 1274;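 further: 0% = p47phox with labelled peptide and 100% = labelled peptide alone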
Thrombin inh: blocks human thrombin protease activity. AID 1046. inhibition, % at 5 µM. 0.26% of 220,000 active. P00734. alpha-thrombin, Boc-VPR-AMC fluorogenic substrate cleavage;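 active means inhibition at or above 40%; inactive means inhibition below 40%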;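 further: 0% = enzyme with no compound and 100% = wells without enzyme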
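Material: human alpha-thrombin enzyme / Medium: pH 7.5 Tris (50 mM) with NaCl 150 mM, Tween 20 0.05% / Compound: single-point dosing at 5 µM, 0.2% DMSO / Incubation: enzyme reaction carried out at room temperature / Detection: AMC fluorescence, 355/460 nm / Read-out basis: percent inhibition scaled between no-compound controls and no-enzyme blanks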
Furin inh: human furin inhibition. P09958. purified furin, fluorogenic substrate cleavage. inhibition, % at 30 µM. 0.061% of 220,000 active; in the data active means inhibition above about 25%; further: inactives centre near -15
Target sequence (P09958 108-714 limits assumed): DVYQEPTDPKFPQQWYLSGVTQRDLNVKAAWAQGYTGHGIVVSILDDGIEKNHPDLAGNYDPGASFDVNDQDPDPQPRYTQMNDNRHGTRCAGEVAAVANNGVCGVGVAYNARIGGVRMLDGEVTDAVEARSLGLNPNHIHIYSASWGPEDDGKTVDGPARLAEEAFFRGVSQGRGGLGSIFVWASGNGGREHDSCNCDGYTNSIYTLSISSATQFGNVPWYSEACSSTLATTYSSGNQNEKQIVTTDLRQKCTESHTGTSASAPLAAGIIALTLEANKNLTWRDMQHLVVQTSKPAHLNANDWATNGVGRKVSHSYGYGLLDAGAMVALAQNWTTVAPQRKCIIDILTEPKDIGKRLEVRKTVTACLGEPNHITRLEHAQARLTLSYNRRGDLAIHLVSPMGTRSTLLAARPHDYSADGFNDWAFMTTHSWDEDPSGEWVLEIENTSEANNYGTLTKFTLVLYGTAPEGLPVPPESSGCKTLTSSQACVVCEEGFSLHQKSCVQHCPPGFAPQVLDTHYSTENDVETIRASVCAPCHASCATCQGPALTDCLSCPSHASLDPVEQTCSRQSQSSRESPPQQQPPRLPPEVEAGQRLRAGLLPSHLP
14-3-3 Bad inh: disrupts binding of bovine 14-3-3 zeta to phospho-Bad peptide; inhibition, % at 21.7 µM; 0.71% of 220,000 active; P63103; TR-FRET 14-3-3zeta/Dy647-pBad peptide displacement, 1 h;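 active means inhibition above about 70%, limit read from the data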;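 further: 0% = full 14-3-3 plus peptide FRET controls and 100% = background without 14-3-3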
Rad51 HR inh: Rad51 (human) homologous recombination inhibition | Q06609 | hRad51 DNA strand exchange, fluorescence dequenching | inhibition, % at 10 µM | 0.085% of 200,000 active | AID 1385;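 active means inhibition above 40% at the single screening dose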;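 further: 0% = DMSO control wells and 100% = blanks with heterologous ssDNA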
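System: hRad51 filaments on single-stranded DNA; reagent: Fluorescein- and BHQ1-tagged 47-mer duplex; compound dosing: one concentration, 10 µM final; timing: filaments 15 min 37 °C, then compound 30 min; measured by: fluorescein emission 520 nm, excitation 485 nm; benchmarks: per-plate controls and blanks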
KCC2 mod: modulates chloride dependent transport by human KCC2; Q9H2X9; KCC2 cells, thallium flux FluoZin-2 fluorescence; B-score of Tl+ flux slope (higher = more flux/activation; lower = inhibition) at 10 µM; 2.2% of 190,000 active;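 active means thallium flux slope and its plate-corrected score both differing from the plate sample mean at a set confidence after two filtering rounds, in either direction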;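 further: slope of fluorescence scaled to starting intensity during 10 to 20 s after thallium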
eIF4E 4G PPI: eIF4E/eIF4G interaction inhibition in translation initiation. P63073+Q04637. TR-FRET eIF4E-eIF4GI(517-606) binding, 2 h. inhibition, % at 21.7 µM. 0.37% of 220,000 active;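 further: 0% = full FRET control wells and 100% = background wells lacking eIF4GI fragment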
EBV gp42 block: inhibitors of Epstein-Barr virus glycoprotein 42 | Fluorescence polarization binding assay, mP read-out | Q1HVG2 | AID 1085 | inhibition, % (tested at 21.74 µM) | 0.42% of 220,000 active; in the data active means inhibition above about 50%
Target sequence (Q1HVG2 whole entry, looked up): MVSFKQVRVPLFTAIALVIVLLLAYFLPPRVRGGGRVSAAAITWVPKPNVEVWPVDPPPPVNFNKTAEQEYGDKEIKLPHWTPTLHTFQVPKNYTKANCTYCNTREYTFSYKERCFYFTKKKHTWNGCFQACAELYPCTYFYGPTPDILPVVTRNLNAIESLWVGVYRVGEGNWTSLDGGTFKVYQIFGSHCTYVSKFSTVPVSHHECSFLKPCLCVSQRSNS
hK5 inh: inhibitors of human kallikrein 5. 0.59% of 210,000 active. inhibition, % at 5 µM. recombinant hK5, fluorogenic AMC substrate cleavage. Q9Y337;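 active means inhibition of 40% or more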;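 further: 0% = enzyme controls without compound and 100% = no-enzyme blanks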
Target sequence (Q9Y337 67-293 limits assumed): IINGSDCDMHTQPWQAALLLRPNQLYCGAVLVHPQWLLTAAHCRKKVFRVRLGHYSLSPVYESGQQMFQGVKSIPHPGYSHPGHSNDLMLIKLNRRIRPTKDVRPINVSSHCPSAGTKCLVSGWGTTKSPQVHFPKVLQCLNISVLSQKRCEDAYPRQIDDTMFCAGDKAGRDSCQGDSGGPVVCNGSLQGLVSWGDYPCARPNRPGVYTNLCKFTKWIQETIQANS
Starred values were filed as active, the others as inactive; nt = not tested or not shown; [ ] = remark or other dose.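 How the source made its calls, unless noted: active means inhibition above about 30% (limit read from the data); inactive means the rest.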

SMILES	NCF1 inh	Thrombin inh	Furin inh	14-3-3 Bad inh	Rad51 HR inh	KCC2 mod	eIF4E 4G PPI	EBV gp42 block	hK5 inh
Cc1nc2sccc2c(=O)n1-c1ccccc1Cl	-2.7	6.5	-16.1[20 µM]	-11.4[fluorescence artefact?]	-3.6	-0.221	1.0[fluorescence artefact?]	-27.9	-8.6
CN1C(=O)C(=Cc2ccccc2OCc2ccc(Cl)cc2)C(=O)N(C)C1=O	-7.7	-9.8	-4.7	-12.4	-4.5	-0.809	0.7	-17.5	-23.9
Cc1cccc(-n2c(C)nc3cc(C(=O)N4CCC5(CC4)OCCO5)ccc32)c1	-4.6	-21.4	-32.6	1.4	-10.8	-0.292	4.5[fluorescence artefact?]	-23.0	1.8
COc1ccc(C=C2C(=O)N(C)C(=O)N(C)C2=O)cc1CSc1ccccn1	-20.1	5.5	-22.6[20 µM]	23.1	nt	1.63	-2.9[fluorescence artefact?]	-7.6	-8.5
O=C(c1c[nH]c2ccc(S(=O)(=O)N3CCC4(CC3)OCCO4)cc2c1=O)N1CCC2(CC1)OCCO2	-5.5	-9.8	-23.2	5.2	4.4	1.42	1.8	-1.9	-4.2
CC(C)Oc1ccc(CCN)cc1Cl	-0.4	3.7	-19.5	-17.8	nt	1.02	4.8	-16.3	-3.0
O=c1[nH]sc2cc(F)ccc12	17.1	-0.1	-25.5	-2.8	20.1	1.64	11.0	-13.7	-7.7
O=C(Nc1ccc(F)cc1)N1CC2CC(C1)c1cccc(=O)n1C2 (configuration not stated)	-10.9	-1.2	-4.3[20 µM]	11.4	2.2	0.801	-2.3	-14.5	2.8
CCn1c(O)c(C=NCc2cccs2)c(=O)[nH]c1=O	-3.5	-4.9	-7.1[20 µM]	-10.2	-8.4	nt	-9.2[fluorescence artefact?]	-9.7	0.1
COC(=O)CN1C(=O)CN=C(c2ccccc2Cl)c2cc(Br)ccc21	-15.0	4.8	-12.1	-1.1	4.4	-1.45	0.4	-9.7	0.1
Cc1ccc(O)c(CN2CCN(c3ccccc3)CC2)c1	-1.2	-5.8	-1.5	21.2	-9.0	0.437	11.9	-4.6	-4.8
CCOc1ccc(C2(C#N)CC[N+](C)(C)CC2)cc1	-7.8	-4.5	-16.3	-10.0	2.8	nt	-2.0	-16.9	-12.4
NC(=O)OCCSc1nnc(-c2cccc(C(N)=S)c2)o1	-1.5	-3.3	-29.5[20 µM]	-9.4	4.2	0.563	-0.6[fluorescence artefact?]	-18.9	-4.4
Nc1ccc(C2(c3ccc(N)cc3)CCCCC2)cc1	2.7	-11.4	1.8	-0.9	-8.2	0.291	2.5	-17.1	0.8
COc1ccc(OC)c(NP(=O)(Oc2ccc(Cl)cc2)Oc2ccc(Cl)cc2)c1	-4.3	-9.0	-1.4	-22.6[fluorescence artefact?]	-2.6	-0.227	-9.1	11.9	-21.5
C[C@H]1CC[C@@H]2[C@@H](C)[C@H]3[C@H](C[C@H]4[C@@H]5CC=C6C[C@@H](O[C@@H]7O[C@H](CO)[C@H](O)[C@H](O[C@@H]8O[C@H](CO)[C@@H](O)[C@H](O)[C@H]8O)[C@H]7O[C@@H]7O[C@@H](C)[C@H](O)[C@@H](O)[C@H]7O)CC[C@]6(C)[C@H]5CC[C@]34C)N2C1	-74.5	3.1	-2.5	-6.6[fluorescence artefact?]	-13.5	0.00186	-1.3	-36.1	-2.2
N[C@@H](Cc1c[nH]c2ccccc12)c1nnc(SCc2ccccc2)o1	-11.9	1.1	-9.6	16.1[fluorescence artefact?]	-4.9	nt	-4.6	4.6	5.2
O=C(N[C@H]1CP(=O)(Oc2ccccc2)O[C@H](COCc2ccccc2)[C@H]1O)C(Cl)(Cl)Cl (some centres not stated)	-5.7	1.1	-25.9	-2.0	-3.0	-0.00427	2.4	-3.9	-0.2
CC(C)CC12CN3CCN(CC(C3)C1O)C2 (configuration not stated)	10.4	0.6	-7.5[20 µM]	14.7	4.2	0.184	-1.1	-7.0	1.4
O=P(Oc1ccccc1)(Oc1ccccc1)C(Nc1ccccc1)c1ccccc1 (configuration not stated)	-5.9	-3.0	1.5	-7.0[fluorescence artefact?]	22.8	0.515	7.2	11.8	-5.6
Cc1ccc(S(=O)(=O)N(C)CCCC(=O)N2CCN(c3ccccn3)CC2)cc1	-9.6	-12.9	-24.4	27.3[fluorescence artefact?]	2.9	-0.856	-0.9	-1.0	-32.7
O=C(CNC(=O)c1ccc(Br)cc1)Nc1ccc(Br)cc1C(=O)c1ccccc1	-2.7	-5.2	-27.4	-1.6	nt	0.288	0.9	11.3	-23.0
CN(C)Cc1ccccc1OC(=O)N(C)C	-11.3	-2.4	-18.5[20 µM]	-2.8[fluorescence artefact?]	-8.3	0.206	3.6[fluorescence artefact?]	-9.9	4.6
CCCCn1c(=O)c(C(=O)Nc2cnccn2)c(O)c2ccccc21	-1.8	-4.6	1.6	13.4[fluorescence artefact?]	-1.1	0.784	6.6[fluorescence artefact?]	7.7	1.5
COCCCn1c(N)c(C(=O)OC(C)COC)c2nc3ccccc3nc21 (configuration not stated)	-2.5	-6.8	-60.6	-5.5	4.9	-0.0149	10.2	-6.4	-3.9
CC(O)(CS(=O)(=O)c1ccc(F)cc1)C(=O)Nc1ccc(C#N)c(C(F)(F)F)c1 (configuration not stated)	-6.7	nt	nt	1.1	2.6	-0.16	7.1	-12.7	nt
Cc1ccn2nc(S(=O)(=O)Nc3c(F)cccc3F)nc2n1	-0.2	-6.5	-18.0	3.5[fluorescence artefact?]	2.0	0.107	17.5	3.5	-14.2
c1ccc2c(c1)CC1CNCc3cccc(c31)S2 (configuration not stated)	-0.9	-5.5	-11.4	-3.7[fluorescence artefact?]	-22.9	2.39	19.5	5.8	-14.4
CNC(=S)N(C)CCc1cc2c(c(OC)c1/C=C1/C(=O)NC(=O)N(C)C1=O)OCO2	-10.6	-2.6	-22.8	-6.4	-9.8	0.463	2.2	-17.1	4.0
Cc1cc(/C=C2/C(=O)NC(=O)N(Cc3ccco3)C2=O)c(C)n1-c1ccc(C(=O)O)cc1	-5.3	-8.1	-8.5	0.0	8.8	-0.168	-0.4	-15.4	0.8
Cc1nn(-c2ccccc2)c2c1CC1(C(=O)N(C)C(=O)N(C)C1=O)C1CCCCN21 (configuration not stated)	-8.9	0.0	-11.8[20 µM]	2.0	2.1	-0.323	1.1	-4.6	-1.0
Cc1ccccc1CN1CCN(Cc2ccccc2)CC1	-4.7	-2.0	-30.9	-6.2	0.1	-0.185	-1.1	1.1	0.1
COc1cccc(C(=O)C2CCCN(C3CCOCC3)C2)c1 (configuration not stated)	-3.0	1.5	-15.2	-10.4	13.6	nt	-1.8	-2.9	-0.5
c1ccc2c3c(ccc2c1)OCC1CONC31 (configuration not stated)	0.9	-6.6	-5.7	3.1	3.5	0.0209	-3.9	-3.4	-3.2
CC1=CC(C)C(COC(N)=O)(COC(N)=O)C(C)C1 (configuration not stated)	-7.4	0.1	-0.9	-5.0	47.9*	-0.245	-3.8	-15.5	-2.0
COc1cc2c3c(c1OC)-c1cc(O)ccc1CC3NCC2 (configuration not stated)	-4.6	2.8	-19.3	-9.6	1.5	-1.18	2.7	-19.2	-0.1
CCCC12CN3CC(CCC)(CN(C1)C3c1ccccn1)C2=O (configuration not stated)	-13.2	-0.8	-14.1[20 µM]	1.0	-4.5	-0.194	-3.2	-4.7	1.6
CCOC(=O)c1c(C)n(Cc2ccco2)c2ccc(OC)cc12	-10.5	-5.6	1.6	-14.9	-3.3	0.638	0.0	9.8	-19.8
CN(C)CCc1nc2ccccc2c(=O)n1-c1ccccc1	-13.6	1.1	-20.8[20 µM]	-1.7	-4.0	-0.102	-6.2	-19.3	-19.6
CN1C(=O)NC(=O)/C(=C\C=C\c2ccccc2[N+](=O)[O-])C1=O	12.2	-4.8	-24.3	0.9	-3.2	0.359	2.9	-21.1	-3.2
COc1ccc(C(C)=O)cc1CC(C(=O)c1ccccc1)N(C)C (configuration not stated)	-26.2	-0.7	-12.2	-0.3[fluorescence artefact?]	3.4	0.133	2.5	-5.8	-4.2
CN1CCN(c2nc3ccccc3c(=O)n2-c2ccccc2)CC1	-4.5	-0.7	-17.6	7.5[fluorescence artefact?]	1.3	-0.829	-0.4	-2.8	4.0
COP(=O)(OC)C1(Nc2ccc(C)cc2)CCCCC1	-5.7	1.4	-9.3[20 µM]	0.8[fluorescence artefact?]	2.2	1.23	-9.9[fluorescence artefact?]	-18.5	-11.8
O=C(/C=C/C=C/c1ccccc1)CC1(O)C(=O)Nc2ccccc21 (configuration not stated)	-1.6	0.8	2.4	1.5	6.3	-2.74	6.3	2.7	-4.1
Nc1ccccc1C(=O)OCC(=O)N1CCc2ccccc21	-8.6	-4.7	-22.9[20 µM]	9.6	nt	nt	-4.3	-13.0	0.8
COc1ccc(C(O)c2cc(OC)ccc2OP(=O)(N(C)C)N(C)C)cc1 (configuration not stated)	-2.7	-5.3	-8.1	-18.6[fluorescence artefact?]	5.8	-0.047	-1.4	-16.6	-23.1
Cc1ccccc1OCCN=Cc1c(O)n(C)c(=O)n(C)c1=O	-18.0	1.4	-12.4[20 µM]	-4.6	1.6	0.127	4.6	-15.5	-16.7
OC1(c2ccc(F)cc2)CC2CCC(C1)N2Cc1nnnn1C1CCCC1 (configuration not stated)	-7.6	2.4	-13.3	-2.5	0.6	0.485	3.7	-18.3	-6.9
CCCC(C)C1(CC)C(=O)NC(=Nc2ccccc2)NC1=O (configuration not stated)	-7.3	0.6	-5.4[20 µM]	4.4[fluorescence artefact?]	-9.7	-0.0248	6.7[fluorescence artefact?]	-16.6	-25.9
O=C1CCCC2=C1C(c1cccnc1)Nc1ccccc1N2 (configuration not stated)	-2.5	4.7	10.1	-5.4	-13.7	nt	1.6	-0.2	-9.8
Cc1cc(C)n2c(Br)c(CN3CC4CC(C3)c3cccc(=O)n3C4)nc2n1 (configuration not stated)	1.9	-6.2	-13.1	2.3[fluorescence artefact?]	-0.5	-0.296	-0.8[fluorescence artefact?]	0.9	-14.8
CCC(=NCCC(c1ccccc1)c1ccccc1)c1c(O)n(C)c(=O)n(C)c1=O	-1.8	-5.0	-16.2	4.0	-1.1	-0.752	1.1	-15.5	-6.8
O=C(c1ccco1)c1cn(Cc2ccccc2Cl)c2ccccc12	-9.9	3.1	-6.7[20 µM]	-6.8	-7.3	nt	-15.9	-13.9	-12.9

Sorted by heavy-atom count (descending): five of the compounds above
SMILES	NCF1 inh	Thrombin inh	Furin inh	14-3-3 Bad inh	Rad51 HR inh	KCC2 mod	eIF4E 4G PPI	EBV gp42 block	hK5 inh
Cc1ccc(S(=O)(=O)N(C)CCCC(=O)N2CCN(c3ccccn3)CC2)cc1	-9.6	-12.9	-24.4	27.3[fluorescence artefact?]	2.9	-0.856	-0.9	-1.0	-32.7
COC(=O)CN1C(=O)CN=C(c2ccccc2Cl)c2cc(Br)ccc21	-15.0	4.8	-12.1	-1.1	4.4	-1.45	0.4	-9.7	0.1
O=C(c1ccco1)c1cn(Cc2ccccc2Cl)c2ccccc12	-9.9	3.1	-6.7[20 µM]	-6.8	-7.3	nt	-15.9	-13.9	-12.9
Cc1ccn2nc(S(=O)(=O)Nc3c(F)cccc3F)nc2n1	-0.2	-6.5	-18.0	3.5[fluorescence artefact?]	2.0	0.107	17.5	3.5	-14.2
NC(=O)OCCSc1nnc(-c2cccc(C(N)=S)c2)o1	-1.5	-3.3	-29.5[20 µM]	-9.4	4.2	0.563	-0.6[fluorescence artefact?]	-18.9	-4.4

This is a subset; count on the stated rates, not on these rows.
